ADAM10 inh: inhibits human ADAM10 | O14672 | AID 720582 | recombinant ADAM10, EDANS/DABCYL FRET peptide cleavage, 3 h | hit rate 0.62% among 370,000 | inhibition, % at 7 µM;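 active = inhibition above a per-campaign cutoff equal to the mean of compounds falling between control-based bounds plus 3 SD, cut at about 20% in these data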;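 note: 0% = DMSO wells while the 100% control is not disclosed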
Target sequence (O14672 214-748 limits assumed): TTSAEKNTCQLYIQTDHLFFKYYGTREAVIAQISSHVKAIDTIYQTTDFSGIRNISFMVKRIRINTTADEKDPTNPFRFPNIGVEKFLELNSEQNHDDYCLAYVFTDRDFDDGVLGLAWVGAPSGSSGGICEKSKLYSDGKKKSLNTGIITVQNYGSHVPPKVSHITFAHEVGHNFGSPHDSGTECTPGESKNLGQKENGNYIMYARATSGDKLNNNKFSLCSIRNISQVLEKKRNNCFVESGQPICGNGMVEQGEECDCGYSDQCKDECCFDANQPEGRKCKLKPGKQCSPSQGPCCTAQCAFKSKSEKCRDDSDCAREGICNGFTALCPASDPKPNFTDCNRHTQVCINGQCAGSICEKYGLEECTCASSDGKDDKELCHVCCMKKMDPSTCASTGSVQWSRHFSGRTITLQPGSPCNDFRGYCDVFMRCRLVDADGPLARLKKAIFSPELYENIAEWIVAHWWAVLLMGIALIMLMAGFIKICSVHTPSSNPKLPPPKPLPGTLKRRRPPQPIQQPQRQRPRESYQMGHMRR
DAX1 inh-1: NR0B1 (DAX1) inhibition; P51843; HEK293 Gal4-DAX1 luciferase reporter, luminescence; inhibition, % at 6.75 µM; hit rate 0.99% among 340,000; AID 504766;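 active = inhibition above the mean over all tested compounds plus 3 SD, cut at about 4.2% in these data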;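 note: 0% = DAX1-transfected cells with DMSO and 100% = empty-vector control cells with DMSO; inhibition shows as a rise in luminescence from relieved DAX1 repression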
Target sequence (P51843 207-470 limits assumed): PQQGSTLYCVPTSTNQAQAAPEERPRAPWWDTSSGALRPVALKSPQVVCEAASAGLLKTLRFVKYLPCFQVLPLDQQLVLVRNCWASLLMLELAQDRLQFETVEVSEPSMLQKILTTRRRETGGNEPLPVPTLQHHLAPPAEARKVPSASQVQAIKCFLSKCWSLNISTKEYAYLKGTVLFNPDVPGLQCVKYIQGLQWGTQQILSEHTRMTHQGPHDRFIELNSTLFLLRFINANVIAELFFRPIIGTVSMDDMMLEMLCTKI
SMARCA2 activ: increases SMARCA2 function in MMTV reporter cells; activation, % at 9.1 µM; AID 652017; hit rate 1% among 370,000; MG213 cells, MMTV-luciferase reporter, dexamethasone, overnight; in the data active = activation above about 7.8%;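 note: 0% = vehicle wells and 100% = reference activator wells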
ssDAF-12 act: S. stercoralis DAF-12 activation, primary screen; activation, % at 6.8 µM; HEK293 ssDAF-12/GRIP1 lit1-tk-luc reporter, luminescence; % of 3 µM dafachronic acid response; AID 652126; hit rate 1% among 370,000;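 active = activation above the mean over all tested compounds plus 3 SD, cut at about 0.9% in these data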;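 note: 0% = DMSO-only wells and 100% = 3 µM delta7-dafachronic acid wells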
hgDAF12 agonist: activates the H. glycines DAF-12 receptor ligand-binding domain; HEK293 GAL4-hgDAF12 UAS-luciferase reporter, agonist luminescence; normalized to butyrate control; activation, % at 6.8 µM; hit rate 1.8% among 370,000; AID 687014;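 active = activation above a cutoff set at the mean of all screened compounds plus 3 SD, cut at about 10% in these data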;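 note: 0% = DMSO wells and 100% = sodium butyrate wells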
HGIII-sPLA2 inh: Blocks human group III sPLA2 activity. hit rate 0.56% among 370,000. Q9NZ20. AID 743126. QFRET BODIPY PC-A2 liposome hydrolysis, fluorescence. inhibition, % at 12.2 µM;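 active = inhibition above mean plus 3 SD of compounds lying within the high and low control bounds, cut at about 19% in these data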;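 note: 0% = median of test compound wells and 100% = no enzyme DMSO wells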
DAX1 inh-2: inhibitors of DAX1 repression of SF-1 activated StAR promoter. HEK293T StAR-luciferase reporter, SF-1/DAX-1 repression relief. inhibition, % at 6.8 µM. hit rate 1.1% among 370,000. AID 652010;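 active = inhibition above the mean over all tested compounds plus 3 SD, cut at about 3.6% in these data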;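 note: 0% = DAX-1 cells with DMSO and 100% = cells lacking DAX-1 with DMSO; higher inhibition means more luminescence from relief of DAX-1 repression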
NPR2 activator: GC-B (human) receptor activation | hit rate 0.11% among 370,000 | activation, % at 10 µM | P20594 | AID 1920062 | HEK293-GC-B cells, CNP EC30, cGMP TR-FRET; 0% at EC30 CNP, 100% saturating CNP;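 active = activation at 10 µM reaching about 35% in either raw or pattern-adjusted values, limit read from the data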
NPR1 activator: GC-A (human) enzyme activation. HEK293 GC-A cells, cGMP TR-FRET, EC30 ANP; 0% at EC30 ANP, 100% saturating ANP. hit rate 0.14% among 370,000. activation, % at 10 µM. P16066; in the data active = activation above about 40%
FXN GAA850 act: increases GAA850 frataxin promoter reporter activity | HEK293 lucGAA850 FXN promoter luciferase reporter, 24 h; percent of 10 µM SAHA response | activation, % at 6 µM | hit rate 0.56% among 360,000 | AID 540364;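 active = activation above the average of all compounds screened plus 3 SD, cutoff fixed separately per campaign, cut at about 7.5% in these data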;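 note: 0% = DMSO wells and 100% = 10 µM SAHA wells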
hcDAF12 agonist: activates DAF-12 receptor from parasite H. contortus; HEK293 hcDAF-12 lit1-tk-luc reporter, luminescence; 0% DMSO, 100% Δ7-dafachronic acid; activation, % at 6.8 µM; hit rate 1.4% among 370,000; AID 652067;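 active = activation above the mean of all tested compounds plus 3 SD, cut at about 5.5% in these data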;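 note: 100% = response to 3 µM Δ7-dafachronic acid high control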
The depositor's hits bear a star; · = no result given. This is a random part of the collection (roughly 6.6% active in at least one column).

SMILES	ADAM10 inh	DAX1 inh-1	SMARCA2 activ	ssDAF-12 act	hgDAF12 agonist	HGIII-sPLA2 inh	DAX1 inh-2	NPR2 activator	NPR1 activator	FXN GAA850 act	hcDAF12 agonist
COc1ccc(CCNC(=O)CSc2nc(C)cc(C)n2)cc1OC	2	-0.1	5	-1.1	4.8	3	-0.4	-5	2	1.3	-0.3
CCCCCc1ccc(-c2ccc(OC)cc2)nc1	-6	1.3	5	-0.3	7.6	-1	1.4	0	-4	6.1	1.5
Cc1ccc(Oc2cc(-n3nc(C)cc3C)ncn2)cc1	-1	0.5	3	-1.3	2.7	3	-0.2	-8	-4	1.8	-1.2
Cc1ccccc1-c1cc(C(=O)Nc2sc(C)c(C)c2C(N)=O)c2ccccc2n1	13	-1.6	-2	-0.5	-2.0	2	-2.1	7	4	1.9	0.6
Cc1c(C(=O)Nc2ccc(F)cc2)nnn1-c1cccc(C(F)(F)F)c1	-6	-0.9	-6	-1.8	-3.2	7	-1.0	-4	-3	-0.8	-1.8
O=C(Nc1cc(C(F)(F)F)ccc1Cl)C(Sc1ccccn1)c1ccccc1 (centres undefined)	-1	-1.3	-1	-1.1	0.0	-4	-0.4	0	3	-0.1	0.7
CCN(CC)C(=O)Cn1cc(C(=O)C(=O)N(C)C2CCN(C)CC2)c2ccccc21	-2	1.1	-1	-0.6	1.8	0	0.0	9	-2	0.8	-0.3
C(=N\n1cnnc1)/c1cccn1-c1ccccc1	5	-0.1	2	0.1	-1.5	3	-0.1	3	-1	-0.8	-1.4
CCC(CO)N=CC1=C(O)C(C(=O)c2ccccc2)CCC1=O (centres undefined)	1	-1.1	1	-0.8	0.5	-5	-0.2	1	1	-1.1	-1.7
COc1ccc(-c2nnn(CC(=O)N(CC3CCCO3)C(C(=O)NC(C)(C)C)c3ccco3)n2)cc1OC (centres undefined)	-1	-0.2	3	-2.1	-2.3	-2	0.2	-2	1	2.8	-2.0
O=C(OC12CCCN(C1)/C(=C/c1cccnc1)C2)c1ccccc1 (centres undefined)	1	·	-6	-2.3	-4.7	-1	-2.2	1	3	·	-4.5
Cc1cc(/C=C/C(=O)O)c(C)n1-c1ccc(Cl)cc1	-6	-0.4	-1	-1.5	-3.1	0	-0.8	1	4	-0.8	-1.2
CC(C)C[C@H](NC(C)(C)C(=O)NC1CCCCC1)C(=O)NCC(c1ccccc1)c1ccccc1	-1	·	·	-1.4	3.0	3	·	-4	-3	·	-0.9
CN(C)c1ccc(S(=O)(=O)N(C)C)cc1NC(=O)Cc1cccc2ccccc12	4	4.2	-4	-1.0	-1.3	-3	-0.4	1	2	2.6	-2.2
CC(=O)Nc1cccc(Nc2nc(-c3cccs3)nc3ccccc23)c1	-27	-2.4	1	-1.2	-2.5	-26	-0.8	0	4	1.5	-1.8
Cc1cc(N/N=C/c2ccc(O)cc2)c2cccc(C)c2n1	-9	0.3	4	-1.5	2.3	-9	-0.3	8	17	-0.6	0.1
CC1CCN(C(=O)c2ccc(S(=O)(=O)N3CCOCC3)cc2)CC1	-3	-0.5	-4	-1.3	0.1	2	0.1	1	-2	0.1	-1.2
O=c1ccnc(Nc2ccc(Cl)cc2)[nH]1	3	1.3	2	-1.4	-0.4	-1	-0.2	3	-1	-0.8	1.2
Cc1ccc2nc(-c3ccccc3)c(CC3CCCCC3)n2c1	-57	·	1	1.3*	16*	8	3.7*	-9	-6	·	6.7*
COc1cc(CN2CCN(c3ncccn3)CC2)cc(OC)c1	3	-0.5	2	-1.4	-3.2	-4	0.0	-1	-8	0.8	-1.1
O=C(CN1CCOCC1)OCCCc1ccccc1	1	-0.3	-3	-1.3	0.0	1	-0.3	-6	-3	-1.1	-1.1
CCOc1ccc2nc(S(=O)(=O)NC(=O)C3(C)CCN3C(=O)c3cccc(F)c3)sc2c1 (centres undefined)	-21	·	-5	-1.1	-2.1	-14	-0.3	7	3	-1.5	0.4
Cc1[nH]c2ccccc2c1C(=O)C(C)OC(=O)C1CCC1 (centres undefined)	-7	0.3	-1	-1.1	-2.3	-1	-0.7	-1	-1	1.0	-0.8
Oc1ccc2ccccc2c1C=Nc1ccccc1Br	-6	0.6	-2	0.1	1.7	16	0.1	4	2	-0.1	-0.5
COc1ccc(CCNC(=O)Cn2nnc(-c3ccc(N(C)C)cc3)n2)cc1OC	0	-1.1	1	-1.5	0.0	-8	-0.3	-3	-1	1.9	-0.2

The listing continues:
SMILES	ADAM10 inh	DAX1 inh-1	SMARCA2 activ	ssDAF-12 act	hgDAF12 agonist	HGIII-sPLA2 inh	DAX1 inh-2	NPR2 activator	NPR1 activator	FXN GAA850 act	hcDAF12 agonist
COC(=O)c1nn(-c2cccc(C(F)(F)F)c2)ccc1=O	9	1.0	2	0.6	0.8	-1	-0.1	-1	-5	-0.1	-0.9
COc1ccccc1CC(=O)N1CCCC1	1	-0.1	-3	-1.3	-1.9	-2	-0.1	4	3	0.1	0.6
CCOC(=O)c1c(NC(=O)COc2ncnc3ccccc23)sc(C(C)=O)c1C	0	-1.1	-4	-1.9	-4.0	-4	-0.2	-3	2	5.0	-2.3
COC(=O)CN1CCN(C(=O)c2ccc(F)cc2)c2ccccc2C1	-6	-0.7	1	-0.5	-0.9	4	0.6	8	5	2.5	0.7
CS(=O)(=O)NCc1ccc(C(=O)NCc2ccccc2)cc1	-2	1.9	-1	-1.7	0.8	3	0.0	-2	2	-0.1	1.3
N#C/C(=N/Nc1ccccc1F)C(=N)N1CCOCC1	10	0.4	9.4*	-0.9	2.8	4	0.6	3	1	0.7	-0.2
CC(=O)C(=Nc1cccc(Cl)c1)NNc1ccccc1C	-4	1.1	-4	-0.7	-0.6	-3	0.2	-2	-2	0.7	0.7
COCCNC(=O)CN(c1cc(Cl)ccc1OC)S(=O)(=O)c1ccc(C)c([N+](=O)[O-])c1	-10	1.3	-2	-1.7	-4.9	-4	-0.2	3	-2	0.9	0.1
Cc1cc(NC(=O)C(C)C)ncc1NC(=O)Cc1ccccc1	-1	0.7	-1	-0.5	-0.7	-8	0.5	4	2	-1.0	-1.6
COc1cccc(NC(=O)CN(C)C(=O)c2cc(S(=O)(=O)NCc3ccccc3)ccc2C)c1	-6	0.2	-1	-1.0	2.0	-26	-0.9	0	1	-1.0	-0.1
O=C(Nc1ccc(Cl)cc1)C1Cc2c(-c3ccccc3)ccnc2O1 (centres undefined)	11	·	-8	-1.8	0.0	-17	0.0	0	-2	-1.0	-2.5
COc1ccc(OCc2nc3ccccc3n2C(C)C)cc1	-1	0.6	-1	-1.2	0.7	-7	-0.3	-1	0	4.9	-1.5
COC(=O)c1c(NC(=O)CN2CCN(Cc3ccc4c(c3)OCO4)CC2)sc(C)c1C	-3	-0.6	-2	-1.4	-0.7	-11	-1.0	-2	1	-3.5	-1.7
CC(OC(=O)Cc1ccc(Cl)cc1)C(=O)NC1CCCCC1C (centres undefined)	-7	1.2	-1	-1.1	1.8	-2	0.1	-1	4	2.2	0.6
Cc1ccc(N2C(=O)[C@@H]3[C@H](C2=O)C2c4ccccc4C=CN2[C@@H]3C(=O)c2ccco2)cc1 (some centres undefined)	-9	0.4	1	-0.4	0.5	-4	0.5	9	10	3.8	1.8
Nc1nc(-c2ccccc2)c(CC(=O)O)s1	-8	-0.9	-1	-1.2	-1.4	-4	0.0	5	-3	-1.4	0.4
Cc1ccc2nc(SC(C)C(=O)N3CCCCC3)[nH]c2c1 (centres undefined)	1	1.2	0	1.8*	4.2	-1	0.5	3	0	1.7	1.2
Cc1nn(C)c(C)c1S(=O)(=O)N(CC(=O)NCCCN1CC(C)CC(C)C1)c1ccc(C(C)C)cc1 (centres undefined)	1	1.1	1	-1.0	0.4	-6	0.1	1	-6	-3.0	-1.6
Brc1ccc2[nH]c3c(c2c1)CCC3	-1	-0.2	-2	-1.8	-4.3	-33	-0.5	-5	-2	0.0	-1.9
O=C(COc1ccc(Cl)cc1)NNC(=O)c1ccc(=O)[nH]c1	2	2.1	4	-0.7	4.2	-8	0.3	7	-2	-1.8	-0.5
O=C(Nc1ccccc1Br)c1ccc2nccnc2c1	2	1.0	5	-0.4	15*	2	1.2	-1	3	3.1	2.0
O=C(NC(=O)N1CCCCC1)c1ccc(Cl)cc1	-8	1.5	-1	-0.1	4.2	5	1.9	1	4	2.0	2.2
Cn1ccnc1C(O)c1ccco1 (centres undefined)	3	-0.7	0	-0.9	-1.8	13	-0.1	-6	0	1.5	1.1
Clc1ccc(Nc2nc(N3CCOCC3)nc(N3CCOCC3)n2)cc1Cl	-4	0.8	-1	-1.0	1.7	6	-0.5	-6	5	-0.1	-1.6
CCc1nc2ccc(C(=O)Nc3cccc(OCC(=O)N(C)C)c3)cn2c1N(C)C(=O)c1cccc(OC)c1	0	·	-1	-1.2	1.5	-6	-0.1	0	-3	1.3	-1.8

Additional records follow.
SMILES	ADAM10 inh	DAX1 inh-1	SMARCA2 activ	ssDAF-12 act	hgDAF12 agonist	HGIII-sPLA2 inh	DAX1 inh-2	NPR2 activator	NPR1 activator	FXN GAA850 act	hcDAF12 agonist
COc1ccc(C2c3[nH]c4ccccc4c3C[C@H]3C(=O)N(CCCO)CC(=O)N23)c(OC)c1 (some centres undefined)	-5	1.3	-3	-0.3	0.9	1	0.0	4	1	1.3	4.9
CCOC(=O)CC(=O)CSc1ncc(C(=O)OCC)c(N)n1	-1	1.9	1	-0.4	2.8	-13	0.1	0	2	-0.7	-1.4
CN1CCN(C=NC2=NN(c3cccc(C(F)(F)F)c3)CC2)CC1	2	2.2	-2	-1.1	0.1	13	-0.4	-12	-3	0.7	-2.1
O=C(CN1CCN(Cc2ccccc2)CC1)NC(=O)NCc1ccco1	-7	0.0	-1	-0.8	-2.2	-5	0.5	6	0	1.6	-1.6
CC(=O)c1cccc(OC(=O)Oc2cccc(C(C)=O)c2)c1	1	0.4	-3	-1.3	0.7	1	0.5	0	0	1.3	2.4
O=C(CSc1ncccn1)N1CCN(Cc2ccccc2)CC1	2	0.1	-3	-1.0	-0.4	-1	0.6	-1	-4	-0.9	-0.7
S=C(NCCc1ccccc1)N1CCn2cccc2C1c1ccncc1 (centres undefined)	-13	-0.7	-1	-1.6	-1.6	5	-0.9	3	4	1.5	0.0
CC(Oc1ccc(Cl)cc1)C(=O)Nc1ccccc1C(=O)N1CCOCC1 (centres undefined)	-3	-0.5	-1	-0.9	1.4	7	-0.7	0	2	2.0	-0.6
COC(=O)c1ccccc1NC(=O)CSc1nnc(C(CO)NC(=O)c2ccccc2Cl)n1C (centres undefined)	-4	0.0	0	-1.3	0.4	3	-0.7	1	-3	0.1	-1.5
O=C(O)C1CCN(C(=O)CSc2nc3ccccc3c(=O)n2-c2ccc(Cl)cc2)CC1	-1	-1.4	-1	-1.2	0.7	0	-0.3	4	3	1.7	-1.6
FC(F)(F)c1ccc(CSc2nccn2-c2ccccc2)cc1	1	-0.7	1	-1.6	-1.5	0	-0.1	-3	-6	0.8	-2.5

Screening results from PubChem BioAssay.
